CBFb-RUNX1 inh – qHTS Assay for Compounds Blocking the Interaction Between CBF-beta and RUNX1 for the Treatment of Acute Myeloid Leukemia; AlphaScreen CBFb-His/RUNX1-biotin binding, biochemical; Potency, µM (top dose mostly 59.8 µM), for the others: at the top dose activity, negative = inhibition, most hits filed as inhibitors; 230,000 tested, under 10 active; AID 1477, 2009; also: % of control where 0% means no effect
Target sequence (Q01196 whole entry, looked up): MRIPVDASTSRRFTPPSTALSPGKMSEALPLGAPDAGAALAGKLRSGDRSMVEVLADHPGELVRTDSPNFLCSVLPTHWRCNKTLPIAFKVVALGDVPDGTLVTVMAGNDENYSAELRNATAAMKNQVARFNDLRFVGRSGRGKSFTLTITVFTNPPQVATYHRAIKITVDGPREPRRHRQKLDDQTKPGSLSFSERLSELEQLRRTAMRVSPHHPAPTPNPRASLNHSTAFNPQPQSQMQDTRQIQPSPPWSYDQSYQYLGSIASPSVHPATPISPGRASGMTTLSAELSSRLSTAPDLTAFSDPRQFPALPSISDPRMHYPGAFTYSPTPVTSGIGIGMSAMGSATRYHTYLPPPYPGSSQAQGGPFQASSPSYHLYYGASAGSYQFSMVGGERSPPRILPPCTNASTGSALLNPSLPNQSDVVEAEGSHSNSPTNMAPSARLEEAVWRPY
Target sequence (Q13951 whole entry, looked up): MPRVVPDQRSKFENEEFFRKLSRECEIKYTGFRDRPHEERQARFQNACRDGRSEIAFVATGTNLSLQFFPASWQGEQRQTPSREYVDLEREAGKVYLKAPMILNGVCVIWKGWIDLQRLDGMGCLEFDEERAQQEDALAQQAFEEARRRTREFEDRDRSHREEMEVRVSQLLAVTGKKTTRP
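His-tagged CBF-beta and biotinylated RUNX1 (30 nM each) were premixed 20 min at room temperature, exposed to compound for 15 min, then given nickel-chelate and streptavidin AlphaScreen beads (50 ng each). After 90 min, AlphaScreen signal was read.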
HTT aggregate – qHTS Multiplex Assay to Identify Dual Action Probes in a Cell Model of Huntington: Aggregate Formation (GFP); PC12 HttQ103-GFP aggregates, Acumen cytometry, 40 h; Potency, µM (titrated, usually from 46.1 µM), inactives show at the highest dose activity change, negative = inhibition, actives largely listed as inhibitors; 1.1% of 220,000 active; also: potency is read from the fitted curve at half-maximal effect; % is scaled to controls: 0 for no effect and ±100 for the full control effect; nearly all actives have a fitted effect of over 60% in size
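Using laser scanning cytometry, GFP-positive aggregates were counted after lysis of PC12 cells induced with 100 nM tebufenozide to express HTT exon 1 Q103–GFP. Compounds were tested in titration.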
HTT cytoprotect – qHTS Multiplex Assay to Identify Dual Action Probes in a Cell Model of Huntington: Cytoprotection (ATP); AID 1471, 2008; PC12 HTT-Q103 induced, cytoprotection, ATP luminescence, 40 h; Potency, µM (top dose mostly 56.4 µM), for inactives: cytoprotection (ATP increase), hits mostly activators; 0.14% of 230,000 active;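 also: potency is read from the fitted curve at half-maximal effect; % of control where 0% means no effect; nearly all actives have a fitted effect of over 45% in size; toxic huntingtin expression switched on by the ecdysone agonist tebufenozide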
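Stable PC12 Q103-GFP cells in serum-supplemented, phenol red-free DMEM; induction by tebufenozide at 100 nM final; compound dose series; cell viability quantified luminescently from ATP.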
GAA inhib – qHTS Assay for Inhibitors of Human alpha-Glucosidase as a Potential Chaperone Treatment of Pompe Disease. purified human GAA, 4-MU-alpha-glucoside fluorescence. Potency, µM (highest dose often 76.9 µM), for the others: at the highest dose activity change, negative = inhibition, usual class: inhibitors. 0.005% of 200,000 active. AID 1466, 2008;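 also: potency is read from the fitted curve at half-maximal effect; plate controls were uninhibited enzyme wells for no effect and no-enzyme background for full effect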
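Compounds are titrated up to 77 uM against 4 nM human enzyme. Substrate 4-methylumbelliferyl-alpha-D-pyranoside (400 uM) reacts 20 min at room temperature in pH 5.0 buffer; liberated 4-methylumbelliferone is read at 440 nm.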
Lamin A splicing – qHTS Assay for Modulators of Lamin A Splicing; HeLa LMNA splicing GFP/RFP minigene ratio, 48 h; Potency, µM (doses to about 46.1 µM), for inactives: at the highest dose ratio change, negative = inhibition, actives largely listed as inhibitors; 0.01% of 200,000 active; active = well fitted inhibition curve with a large enough effect in the signal ratio, with a control signal flat, not every such curve was filed as active; inconclusive = small, poorly fitted or top-dose-only effect, or effect the other way, or a change in a side signal; the % refers to the signal ratio; also: potency is read from the fitted curve at half-maximal effect; % is scaled to controls: 0 for no effect and ±100 for the full control effect
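Read-out is the ratio of GFP to DsRed2 object intensity, acquired by 488 nm laser-scanning cytometry on HeLa lamin A-EGFP minigene reporter cells. Compound incubation 48 hrs at 37 °C in Opti-MEM with 2% FBS; DMSO 0.5% final.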
GAA glycogen – qHTS Assay for Inhibitors and Activators of Human alpha-Glucosidase Cleavage of Glycogen. Lysosomal alpha-glucosidase (Homo sapiens), P10253. recombinant GAA, glycogen substrate, Amplex Red glucose oxidase fluorescence. Potency, µM (top dose mostly 76.4 µM), without a hit: top-dose activity change, negative = inhibition, hits mostly inhibitors. 0.38% of 300,000 active. AID 2100, 2009;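 also: potency is read from the fitted curve at half-maximal effect; 0% = full enzyme reaction and -100% = no-enzyme basal signal; the screen sought inhibitors and activators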
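qHTS, 1536-well; enzyme 4 nM final; cpd up to 77 uM; substrate bovine liver glycogen 30 ug; 50 mM citrate/phosphate pH 5.0, 0.01% Tween-20; 37 C, 40 min; Amplex Red detection 45 min RT; Hill fit → AC50.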
GAA spleen mod – qHTS Assay for Inhibitors and Activators of Human alpha-Glucosidase From Spleen Homogenate; Lysosomal alpha-glucosidase (Homo sapiens), P10253; human spleen homogenate, 4-MU-alpha-glucoside fluorescence; Potency, µM (series often up to 79.9 µM), inactives show top-dose activity change, negative = inhibition, actives largely listed as inhibitors; 0.006% of 240,000 active; AID 2112, 2009;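 also: potency is read from the fitted curve at half-maximal effect; 0% = enzyme with vehicle and -100% = no enzyme basal signal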
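Human spleen homogenate (1 ug) with 4-methylumbelliferyl-alpha-D-glucopyranoside (1 mM final) in 50 mM citrate/phosphate pH 5.0, 0.01% Tween-20; 40 min at 37 C. Stopped at pH 10; 4-MU fluorescence Ex 365/Em 440 nm; AC50 by Hill fit.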
Starred values were filed as active, the others as inactive; ? = inconclusive; nt = not tested or not shown; & = joins results of further samples; [ ] = dose if it differs, or a comment. Unless noted, calls follow the shape of the dose curve; as a rule, active = well fitted curve in the direction sought with a large enough effect; inconclusive = small, poorly fitted or top-dose-only effect, or another doubt; inactive = no such curve, though single readings can be large; an effect the other way counts as inactive or inconclusive.

item	SMILES	CBFb-RUNX1 inh	HTT aggregate	HTT cytoprotect	GAA inhib
1	O=C(Nc1ccc(Cl)cc1C(=O)Nc1ccc(Br)cn1)c1ccco1	-3%	?	-24%[0.074 µM]	-2%
2	CC(=O)NCCCc1c[nH]c2ccc(Cl)cc12	-1%	-11%	-23%[0.074 µM]	5%
3	COC(=O)Cc1c(C)nc2nc(-c3ccccc3)[nH]n2c1=O	7%	20%	-14%	0%
4	CC1=C(C(N)=O)S(=O)(=O)c2ccccc21	15%	-9%[9.22 µM]	0%[10 µM]	nt
5	CCCC(=O)NC(=S)Nc1ccc(N2CCN(C(=O)c3cccs3)CC2)cc1	-4%	?	nt	-4%
6	CCn1c(C)[n+](CC)c2ccc(C(=O)N(C)c3ccccc3)cc21	9%	5%[9.22 µM]	17%[10 µM]	5%
7	CN(C(=O)Nc1cccc(C(F)(F)F)c1)C1CCCCC1	1%	10%[9.22 µM]	27%[10 µM]	-9%
8	O=C(NCC1CCCO1)C(=O)NCC(c1ccco1)N1CCN(c2ccccc2F)CC1 (stereo not drawn)	-7%	-4%	-45%[inhibitor][10 µM]	2%

item	Lamin A splicing	GAA glycogen	GAA spleen mod
1	?	-4%	-8%
2	7%	9%	-3%
3	6%	?	2%
4	nt	-4%	0%
5	nt	-24%	9%
6	?	-4%	4%
7	nt	-2%	-1%
8	-14%	7%	-3%

3 entries from above, ordered by their value in Lamin A splicing, smallest number first.
item | Structure | Lamin A splicing
8 | O=C(NCC1CCCO1)C(=O)NCC(c1ccco1)N1CCN(c2ccccc2F)CC1 (stereo not drawn) | -14%
3 | COC(=O)Cc1c(C)nc2nc(-c3ccccc3)[nH]n2c1=O | 6%
2 | CC(=O)NCCCc1c[nH]c2ccc(Cl)cc12 | 7%

Other entries:
item	SMILES	CBFb-RUNX1 inh	HTT aggregate	HTT cytoprotect	GAA inhib
9	CCn1c(CNc2ccc(OC)cc2)nnc1SCC(=O)N1CCCc2ccccc21	-1%	25%	9%[10 µM]	?
10	O=CN1N=C(c2ccccc2)CC1c1ccccc1[N+](=O)[O-] (stereo not drawn)	2%	12%	20%[10 µM]	1%
11	O=C(N/N=C/c1ccc(F)cc1)c1ccccc1	1%	5%	-101%[inhibitor]	-3%
12	O=C(c1ccc2c(c1)OCO2)N1CCN(c2ccc(C(F)(F)F)cn2)CC1	17%	-21%	20%[10 µM]	-1%
13	O=C(CN1C(=O)/C(=C\c2ccc(F)cc2)Oc2ccccc21)N1CCN(c2ccccn2)CC1	10%	1%	18%[10 µM]	?
14	CC(C)c1cc(CNC(=O)CCc2nnc(CCCCc3ccccc3)o2)on1	3%	29%[9.22 µM]	24%[10 µM]	nt
15	O=S(=O)(CCc1ccccc1)c1nnnn1-c1ccc(F)cc1Br	-11%	nt	26%	nt
16	O=C(CN1CCCCC1)Nc1ccc(S(=O)(=O)N2CCCCCC2)cc1	4%	14%[9.22 µM]	-18%	?

item	Lamin A splicing	GAA glycogen	GAA spleen mod
9	0%	-22%	-1%
10	-11%	1%	13%
11	10%[46 µM]	-27%	5%
12	?	-1%	-5%
13	-5%	12%	-3%
14	nt	-4%	-5%
15	nt	nt	0%
16	1%	-15%	0%

Continuation:
item	SMILES	CBFb-RUNX1 inh	HTT aggregate	HTT cytoprotect	GAA inhib
17	Cc1ccc(NC2=C(NCCO)C(=O)c3ccccc3C2=O)cc1	-5%	-16%	3%[10 µM]	4%
18	O=C(N/N=C/c1ccc(N2CCCCC2)o1)C(O)(c1ccccc1)c1ccccc1	-18%	?	20%[10 µM]	2%
19	CC(C)NC(=O)CSc1nc(Cc2cccs2)nc2ccccc12	10%	11%	-21%[10 µM]	0%
20	O=C(Cc1ccccc1)N/N=C/C=C/c1ccccc1[N+](=O)[O-]	0%	31%[9.22 µM]	34%[10 µM]	-4%[15.4 µM]
21	Cc1cc2ncn(CC(O)COc3cccc(C(=O)O)c3)c2cc1C (stereo not drawn)	0%	6%	9%	-12%
22	COc1ccc(-c2ccc(/C=C3\C(=O)N(c4ccccc4)N=C3c3ccccc3)o2)c([N+](=O)[O-])c1	-7%	-1%	0%	-6%
23	O=[N+]([O-])c1cc(Br)c(O)c(C=Nc2ccc(N3CCOCC3)cc2)c1	4%	4%	nt	-9%
24	O=C(CN(c1ccc(F)cc1)S(=O)(=O)c1ccc2c(c1)OCCO2)NCc1cccnc1	1%	?	14%	0%

item	Lamin A splicing	GAA glycogen	GAA spleen mod
17	?	?	3%
18	5%	3%	-4%
19	-8%	-2%	4%
20	nt	9%	2%
21	9%	-9%	0%
22	3%	11%	-15%
23	nt	-1%	5%
24	4%	9%	-2%

Next part:
item	SMILES	CBFb-RUNX1 inh	HTT aggregate	HTT cytoprotect	GAA inhib
25	COc1ccc(C[C@H]2CN3C(=NC[C@@H]3C(C)C)N2CCNC(=O)CCC2CCCCC2)cc1	6%	-5%[9.22 µM]	-16%[10 µM]	nt
26	COc1ccc(NC(=O)CSc2nc(NS(=O)(=O)c3ccc(C)cc3)cc(=O)[nH]2)cc1	-3%	-2%	-1%	-4%
27	CCCCCCc1c(O)c2ccccc2[nH]c1=O	10%	15%	-11%[10 µM]	6%
28	Cc1noc(NC(=O)c2ccccc2C(F)(F)F)c1C#N	0%	-4%[9.22 µM]	-21%[1.9 µM]	0%
29	COc1cc(CNc2cccc(F)c2)cc(Br)c1O	-15%	-4%	-6%	-12%
30	O=C(N=c1ccn(-c2nc3ccccc3nc2NS(=O)(=O)c2ccc(Cl)cc2)cc1)c1cccs1	8%	-22%[9.22 µM]	12%[10 µM]	nt
31	CCN(CC)C(=O)C1CCCN(Cc2ccc(N(C)C)cc2)C1 (stereo not drawn)	5%	?	-7%[10 µM]	-5%
32	N#Cc1ccccc1CSc1nc2ccsc2c(=O)n1Cc1ccccn1	-20%	16%	13%[10 µM]	-13%

item	Lamin A splicing	GAA glycogen	GAA spleen mod
25	nt	-1%	1%
26	-2%	-4%	-2%
27	-13%	4%	-10%
28	-13%[9.22 µM]	-3%	3%
29	10%	?	-12%
30	nt	5%	8%
31	-5%	-16%	5%
32	-4%	-3%	-4%

Shown with bars between the fields: part of the list above.
nr | SMILES | CBFb-RUNX1 inh | HTT aggregate | HTT cytoprotect | GAA inhib | Lamin A splicing | GAA glycogen | GAA spleen mod
26 | COc1ccc(NC(=O)CSc2nc(NS(=O)(=O)c3ccc(C)cc3)cc(=O)[nH]2)cc1 | -3% | -2% | -1% | -4% | -2% | -4% | -2%
30 | O=C(N=c1ccn(-c2nc3ccccc3nc2NS(=O)(=O)c2ccc(Cl)cc2)cc1)c1cccs1 | 8% | -22%[9.22 µM] | 12%[10 µM] | nt | nt | 5% | 8%
31 | CCN(CC)C(=O)C1CCCN(Cc2ccc(N(C)C)cc2)C1 (stereo not drawn) | 5% | ? | -7%[10 µM] | -5% | -5% | -16% | 5%

The listing continues.
item	SMILES	CBFb-RUNX1 inh	HTT aggregate	HTT cytoprotect	GAA inhib
33	O=C(N/N=C/c1c(Nc2cccc(C(F)(F)F)c2)nc2ccccn2c1=O)c1ccccc1[N+](=O)[O-]	4%	?	23%[10 µM]	5%
34	CCc1c(C(=O)NN2C(=O)C3CCCCC3C2=O)csc1C (stereo not drawn)	-4%	12%	nt	3%
35	Cc1ccc(Cl)cc1NC(=S)N(Cc1ccccc1)Cc1cccnc1	-1%	-20%	-10%	-6%
36	CCCCc1nc2c(c3c1C[C@H](C)OC3)CN(C(=O)Cc1cccs1)CC2	2%[13.1 µM]	nt	-15%[10 µM]	nt
37	CN(C)C(=O)c1ccc2c(c1[N+](=O)[O-])C(=O)c1ccccc1C2=O	-3%	0%	-7%[10 µM]	3%
38	C[c-]1[c-](C)[c-](C)[c-](C)[c-]1C.[Fe].c1cc2nccc(N3CCCC3)[c-]2c1 (stereo not drawn)	8%	-40%&2%[9.22 µM]	-2%&17%[10 µM]	nt
39	CC(=O)NC(=S)Nc1ccc(NC(=O)c2cccnc2Cl)cc1	9%	?	37%[10 µM]	nt
40	COc1ccc(CN2CCOC2=O)cc1OC	4%	-7%[9.22 µM]	19%[10 µM]	nt

item	Lamin A splicing	GAA glycogen	GAA spleen mod
33	-8%	-2%	-5%
34	-5%	9%	3%
35	?	10%	6%
36	-8%[9.22 µM]	nt	0%[17.4 µM]
37	-18%	9%	-1%
38	nt	5%&2%	12%&0%
39	nt	-5%	-1%
40	nt	-1%	-2%

(continued)
item	SMILES	CBFb-RUNX1 inh	HTT aggregate	HTT cytoprotect	GAA inhib
41	CCOC(=O)c1c(NC(=O)C2=C(C)NC(=S)NC2c2ccc(F)cc2)sc(C)c1C (stereo not drawn)	2%	nt	nt	?
42	COc1ccccc1NC(=O)Cc1noc(CSc2nnc(C)s2)n1	9%	-13%	0%	-1%
43	CCC1(C)Cc2nc3[nH]c(=S)n(-c4ccc(C)cc4)c(=O)c3cc2CO1 (stereo not drawn)	-5%	?	5%[10 µM]	4%
44	COc1ccc(C(=O)C2CCCN(C(=O)c3cccnc3SC)C2)c(C)c1 (stereo not drawn)	2%	9%[9.22 µM]	19%[10 µM]	?
45	CS(=O)(=O)NNC(=O)c1cc2cc3ccccc3nc2s1	-1%	3%	nt	-6%
46	O=C(/C=C/c1c(Cl)nc2ccccn12)N1CCN(c2ccc(F)cc2)CC1	3%	-22%	8%	-1%
47	COc1ccc(C(C(=O)NC2CCCC2)N(C(=O)c2ccoc2C)c2cc(C)cc(C)c2)cc1 (stereo not drawn)	1%	-10%	-36%	3%
48	CCCCOc1ccc(S(=O)(=O)Nc2cccnc2)cc1	-1%	11µM*	-19%	-10%

item	Lamin A splicing	GAA glycogen	GAA spleen mod
41	?	-24%	-24%
42	-5%	3%	13%
43	0%	6%	-7%
44	?	-10%	-2%
45	nt	16µM*	5%
46	nt	-12%	2%
47	6%	2%	-10%
48	18%	0%	1%
